M1 antag: antagonists of human M1 muscarinic receptor; CHO-K1 hM1, Fluo-8 calcium fluorescence, ACh EC80 antagonist; inhibition, % at 3 µM; hit rate 1.3% among 360,000; AID 588852;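 active means percent inhibition above its own plate's cutoff, namely the mean of that plate's compound wells plus 3 SD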;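 further: peak over basal fluorescence ratio during 140 s after agonist addition; 0% = ACh EC80 plus DMSO and 100% = DMSO alone without agonist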
Target sequence (P11229 whole entry, looked up): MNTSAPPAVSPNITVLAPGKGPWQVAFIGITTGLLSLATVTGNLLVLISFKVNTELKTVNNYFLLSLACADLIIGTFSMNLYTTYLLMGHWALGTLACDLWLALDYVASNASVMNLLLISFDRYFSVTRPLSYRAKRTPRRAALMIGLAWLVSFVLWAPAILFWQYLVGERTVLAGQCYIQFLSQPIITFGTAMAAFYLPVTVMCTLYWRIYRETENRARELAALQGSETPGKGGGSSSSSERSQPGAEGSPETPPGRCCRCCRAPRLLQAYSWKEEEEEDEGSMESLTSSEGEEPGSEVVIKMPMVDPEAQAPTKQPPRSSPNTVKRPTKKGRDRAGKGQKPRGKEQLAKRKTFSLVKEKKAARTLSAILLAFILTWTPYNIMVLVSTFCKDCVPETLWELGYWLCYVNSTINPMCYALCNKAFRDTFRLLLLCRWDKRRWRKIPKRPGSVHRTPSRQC
CHRM4 PAM: CHRM4 positive allosteric modulation. P08173. CHO-K1 hM4/Gqi5, Fluo-8 calcium fluorescence, ACh EC20; 0% = ACh EC20, 100% = maximal ACh. activation, % at 3 µM. hit rate 0.4% among 360,000;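 active means activation above its plate's cutoff, the mean activation of sample wells plus 3 SD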; further: some results filed as inactive read as strong as hits
CHRM5 PAM: potentiates acetylcholine response at human M5 receptor; CHO-K1 hM5, Fluo-8 calcium, ACh EC20 PAM; 0% = ACh EC20, 100% = ACh EC100; activation, % at 3 µM; hit rate 0.3% among 360,000; AID 624038;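 active means activation above the run cutoff, the mean activation of all test compounds plus 3 SD, cut at about 18% in these data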
Target sequence (P08912 whole entry, looked up): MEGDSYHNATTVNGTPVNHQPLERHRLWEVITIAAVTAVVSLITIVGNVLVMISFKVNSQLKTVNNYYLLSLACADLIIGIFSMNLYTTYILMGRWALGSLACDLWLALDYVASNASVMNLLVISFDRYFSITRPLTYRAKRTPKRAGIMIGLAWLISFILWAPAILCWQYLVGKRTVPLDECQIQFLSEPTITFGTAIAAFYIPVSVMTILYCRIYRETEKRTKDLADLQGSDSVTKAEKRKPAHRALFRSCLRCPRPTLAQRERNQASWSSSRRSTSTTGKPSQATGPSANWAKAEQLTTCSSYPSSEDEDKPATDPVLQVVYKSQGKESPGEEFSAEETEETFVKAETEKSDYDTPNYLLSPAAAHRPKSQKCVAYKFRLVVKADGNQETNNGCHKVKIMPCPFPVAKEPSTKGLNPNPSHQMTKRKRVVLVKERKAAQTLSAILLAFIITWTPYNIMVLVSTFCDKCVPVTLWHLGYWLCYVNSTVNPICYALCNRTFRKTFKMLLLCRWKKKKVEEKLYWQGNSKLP
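Assay system – human M5 receptor in CHO-K1 cells · Read-out – % activation, ACh-normalized · Technique – Fluo-8 calcium fluorescence · Dosing – single-point, 3 µM nominal · Incubation – Fluo-8 loading 80 min at 37 °C plus 30 min room temperature · Repeats – singlicate, one well per test compound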
M5 ag: agonists of human muscarinic M5 receptor (CHRM5); CHO-K1 hM5 cells, Fluo-8 calcium fluorescence; 0% DMSO wells, 100% maximal acetylcholine response; activation, % at 3 µM; hit rate 0.19% among 360,000; P08912; AID 624037;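 active means activation above the run's mean over test compounds plus 3 SD, cut at about 23% in these data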;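 further: signal is peak over basal fluorescence ratio across the kinetic read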
M4 ag: CHRM4 agonism in calcium assay; P08173; CHO-K1 hM4/Gqi5, Fluo-8 calcium fluorescence; vehicle 0%, full acetylcholine response 100%; activation, % at 3 µM; hit rate 0.14% among 360,000;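 active means activation above the run mean over all test wells plus 3 SD, cut at about 32% in these data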;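 further: peak over basal fluorescence ratio per well then scaled between controls; 0% = DMSO wells and 100% = acetylcholine at EC100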
CHRM4 antagonist: CHRM4 antagonism in calcium assay | CHO-hM4 cells, ACh EC80, Fluo-8 calcium fluorescence | inhibition, % at 3 µM | hit rate 0.73% among 360,000;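 active means inhibition above its plate's cutoff, the mean inhibition of sample wells plus 3 SD, cut at about 27% in these data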;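 further: 0% = acetylcholine EC80 with DMSO and 100% = DMSO without agonist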
CHRM1 PAM: positive allosteric modulators of human M1 muscarinic receptor; hit rate 0.088% among 360,000; CHO-K1 hM1, Fluo-8 calcium fluorescence, ACh EC20; 0% = ACh EC20, 100% = maximal ACh; activation, % at 3 µM; P11229; in the data active means activation above about 19%, passing the limit was not always enough
CRFR2-BP ag: agonists of human CRF-binding protein/CRF-R2 receptor complex; HEK293 CRF-R2/CRF-BP, calcium dye fluorescence (FLIPR); percent of saturating CRF peptide response; activation, % at 13.2 µM; hit rate 0.46% among 350,000;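 active means activation of at least 50%, plus an integration ratio under a set limit after plate pattern correction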;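 further: plate controls were neutral control wells without compound for no effect and CRF at EC100 for full effect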
M5 antag: antagonists of human muscarinic M5 receptor (CHRM5). CHO-hM5 cells, Fluo-8 calcium fluorescence, ACh EC80. P08912. inhibition, % at 3 µM. AID 624040. hit rate 0.59% among 360,000;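 active means inhibition above a per-plate cutoff, the mean of that plate's test compounds plus 3 SD, cut at about 27% in these data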;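 further: 0% = acetylcholine EC80 with DMSO and 100% = DMSO without agonist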
Active calls of the source: *. Rows were taken by chance; about 2.8% have a hit in one of these screens.

SMILES | M1 antag | CHRM4 PAM | CHRM5 PAM | M5 ag | M4 ag | CHRM4 antagonist | CHRM1 PAM | CRFR2-BP ag | M5 antag
CC(Cc1cccs1)N(Cc1ccc(Cl)cc1)C(=O)c1ccncc1 (stereo unspecified) | -7 | 0 | -2 | 1 | 1 | -12 | 4 | -1.5 | 4
CCc1[nH]nc2c1C(c1ccc(C)o1)C(C#N)=C(N)O2 (stereo unspecified) | -6 | 0 | 10 | -2 | 0 | -2 | 3 | -1.0 | 6
COc1ccc(/C=C/C=N/NC(=O)COc2ccc(OC)cc2)cc1 | -17 | -5 | 5 | -3 | 2 | 2 | 8 | 1.0 | -2
CS(=O)(=O)Nc1ccc2c3c(cccc13)CC2 | -11 | 5 | 8 | 2 | -1 | 9 | 7 | -1.8 | -4
Cc1oc(-c2ccc(C(F)(F)F)cc2)nc1CN(Cc1ccccn1)C[C@@H]1CCC(=O)N1 | -6 | 11 | 15 | -2 | 1 | -5 | 16 | 1.1 | 1
C=CCn1c(COc2ccccc2OC)nc2ccccc21 | -17 | -6 | -1 | 1 | 3 | -2 | 12 | -0.9 | 1
C[C@@H]1CN([C@@H](C)CO)C(=O)c2cc(NS(C)(=O)=O)ccc2O[C@@H]1CN(C)Cc1ccc(C(F)(F)F)cc1 | 3 | 13 | -4 | -3 | -1 | 1 | -1 | -1.3 | 12
CCCS(=O)(=O)N1CCCC(C(=O)N2CCN(c3ccccn3)CC2)C1 (stereo unspecified) | -4 | -5 | 4 | 1 | 2 | 3 | 1 | -0.8 | -3
S=c1[nH]nc(-c2ccccn2)n1/N=C/c1cccs1 | -7 | 2 | -3 | -1 | -1 | 4 | 10 | -0.9 | 4
Cc1ccc(-c2nc(CN(C)C3CCOCC3)c(C)o2)s1 | 0 | -4 | 7 | -1 | 0 | 5 | 5 | -3.7 | 5
CCOc1ccc(-n2c(N)c(C(=O)NCc3ccco3)c3nc4ccccc4nc32)cc1 | -22 | -4 | 0 | 1 | 6 | 0 | 10 | -3.1 | 1
Cc1cccc(Nc2ccc(NCc3ccccc3)nn2)c1 | -5 | -2 | -1 | -10 | 6 | -4 | 9 | -2.9 | -5
COc1ccc2c(c1)-c1nc(/N=C/c3c(O)ccc4ccccc34)sc1CC2 | -8 | 1 | 1 | -3 | 1 | 3 | 8 | -1.9 | 3
O=C(CN1CCN(c2ccc(F)cc2)CC1)Nc1ccccc1C(=O)NCCc1ccccc1 | 28 | -1 | -3 | -1 | 7 | -7 | -9 | -0.5 | -3
O=C(CSc1nnnn1-c1ccccc1)N1CCc2ccccc2C1 | -2 | 2 | 5 | -2 | 2 | -11 | -1 | -0.3 | -6
COc1cccc(CN2CC(C(=O)NCc3cnn(C)c3)CCC2=O)c1 (stereo unspecified) | -11 | 2 | 4 | -2 | 1 | 1 | 8 | 0.1 | 0
NC(=NCCc1ccc(Cl)cc1)NS(=O)(=O)c1ccccc1 | 0 | -3 | -1 | -4 | 2 | 0 | 1 | -1.7 | -3
O=C(CSc1ccccc1)NCc1ccco1 | -17 | -3 | 9 | -2 | 1 | 9 | 11 | 0.1 | -4
CC(=O)CCc1c(C)c2cccc(C)c2[nH]c1=O | -1 | -2 | 3 | 2 | 6 | 2 | 1 | 3.1 | -1
CC(C)OC(=O)Cn1nnc2c(cnn2-c2ccccc2)c1=O | -12 | 0 | 11 | 0 | 2 | 0 | 9 | -1.9 | -5
Cc1nnc(SCC(=O)Nc2cccc(N)c2)n1-c1ccccc1 | -10 | 0 | -2 | 1 | -1 | -2 | 3 | -0.1 | 15
CC1NC(C)(C)Cc2c1ccc1ccccc21 (stereo unspecified) | 1 | 5 | 12 | -3 | 4 | -9 | 10 | 7.4 | -3
O=C(c1ccc(Cl)cc1)N1CCN(C(=O)C2CCCCC2)CC1 | -18 | 7 | 8 | -2 | 1 | 1 | 12 | 1.0 | -7
COc1ccccc1CNC(=O)c1ccc(S(=O)(=O)N(C)C)cc1 | 3 | 17 | 3 | 0 | 3 | -6 | 3 | -0.2 | -9
Cc1ccc(-c2noc(CCC(=O)NCc3ccc4c(c3)OCO4)n2)cc1 | -17 | 6 | 3 | -3 | 2 | -13 | 2 | -0.6 | -2
S=C(Nc1ccc(Nc2ccccc2)cc1)NC1CCCCCC1 | -4 | 6 | -5 | -2 | 5 | -8 | -7 | 2.5 | 4
CCOc1ccc(N(C(=O)Nc2ccccc2)C2=NCCC2)cc1 | 4 | 1 | -4 | -1 | 2 | 2 | 0 | 0.1 | 3
O=C(CCS(=O)(=O)c1ccccc1)Nc1ncc([N+](=O)[O-])s1 | -7 | -1 | 3 | 1 | 3 | -12 | 11 | 3.4 | 5
CCn1c(=O)n(CC)c2cc(N3CCCC3)c(NC(=O)c3ccccc3)cc21 | -18 | 13 | 2 | -5 | 0 | -7 | 13 | -1.8 | -6
COc1cc(/C=N/NC(=S)Nc2cccnc2)cc(OC)c1OC | -2 | 5 | -4 | -2 | 1 | 3 | 13 | -1.8 | 18
CN(Cc1cccc(C(F)(F)F)c1)Cc1nc(-c2cnccn2)no1 | 7 | 7 | 3 | -3 | 2 | -23 | -2 | -1.8 | 0
COc1cccc(NC(=O)c2ccc3c(c2)N(CC(=O)N2CCOCC2)C(=O)C(C)(C)O3)c1 | -11 | 3 | 4 | -4 | 2 | 2 | 11 | -0.5 | 1
O=[N+]([O-])c1cccc(COc2ccccc2CN2CCCCC2)c1 | 14 | -3 | -6 | -3 | 1 | 0 | -14 | -0.1 | 7
O=C(COC(=O)CSc1nnc(-c2ccc(Cl)cc2)o1)Nc1cc(Cl)cc(Cl)c1 | 2 | -5 | -6 | -3 | 0 | 12 | -4 | 5.2 | 7
COc1ccc(CC2(CO)CCN(Cc3cnn(C)c3C)CC2)cc1 | 9 | -3 | -3 | -5 | 0 | -1 | 0 | 12 | 6
Cc1cc(=O)n2[nH]c(=O)c(N=Nc3ccccc3)c2[nH]1 | -17 | 1 | -1 | 2 | 0 | 5 | 11 | -2.2 | 5
Cc1cc(-c2ccc(C)c(S(=O)(=O)NCc3ccc(OC(C)C)cc3)c2)on1 | -3 | -8 | -2 | -5 | 3 | -4 | 0 | -0.8 | 8
Cc1ccc(-n2c([C@@H]3C[C@H]3c3ccccc3)n[nH]c2=S)cc1 | -2 | 7 | -5 | -2 | 0 | -8 | -3 | -1.6 | 6
C=CCN1C(=O)CC(C(=O)NC)SC1=Nc1ccc(C(=O)OCC)cc1 (stereo unspecified) | -9 | 4 | 1 | 0 | 3 | -6 | 8 | 0.5 | -4
CN(C)c1ccc(P(=O)(OC2CCCCC2)C(O)c2ccccn2)cc1 (stereo unspecified) | -22 | 6 | -1 | 2 | 1 | -8 | 13 | 0.9 | 5
CN(C(=O)c1ccc2c(c1)CCO2)C(C)(C)C | -9 | -2 | 0 | 1 | 0 | 2 | 4 | 1.1 | 8
CCOc1ccc(CCNC(=O)C(C)N2C(=O)CC(C)(C)Sc3ccccc32)cc1 (stereo unspecified) | -4 | 2 | -4 | -3 | 2 | -7 | 10 | -8.1 | 15
O=c1c2sccc2[nH]c(=S)n1Cc1ccccc1 | 4 | -3 | 4 | -2 | 1 | 3 | 0 | -0.4 | -2
COCCNC(=O)c1cn(C)c2ccc(S(=O)(=O)N(C)C3CCCCC3)cc2c1=O | -9 | 2 | 0 | 0 | 3 | -5 | 3 | -0.3 | -2
O=C(NNC(=O)C1CCN(S(=O)(=O)c2ccccc2)CC1)c1ccccc1O | -11 | 2 | 2 | -1 | 2 | -3 | 12 | 1.8 | -4

Entries of single compounds, looked up by structure.
Record of C=CCN1C(=O)CC(C(=O)NC)SC1=Nc1ccc(C(=O)OCC)cc1 (stereo unspecified) → M1 antag: -9; CHRM4 PAM: 4; CHRM5 PAM: 1; M5 ag: 0; M4 ag: 3; CHRM4 antagonist: -6; CHRM1 PAM: 8; CRFR2-BP ag: 0.5; M5 antag: -4
Record of O=C(NNC(=O)C1CCN(S(=O)(=O)c2ccccc2)CC1)c1ccccc1O → M1 antag: -11; CHRM4 PAM: 2; CHRM5 PAM: 2; M5 ag: -1; M4 ag: 2; CHRM4 antagonist: -3; CHRM1 PAM: 12; CRFR2-BP ag: 1.8; M5 antag: -4

Next part.
SMILES | M1 antag | CHRM4 PAM | CHRM5 PAM | M5 ag | M4 ag | CHRM4 antagonist | CHRM1 PAM | CRFR2-BP ag | M5 antag
C=CCCCCCCCCC(=O)N1CCN(c2cc3c(cc2F)c(=O)c(C(=O)O)cn3CC)CC1 | -13 | -6 | 1 | 0 | 1 | 9 | 4 | 2.1 | 1
COc1ccc(CCN2CC(C(=O)N(C)Cc3ccccc3OC)CCC2=O)cc1 (stereo unspecified) | -7 | 2 | 12 | -1 | 4 | 8 | 6 | -3.9 | -6
O=C(NNc1nc2c(F)cc(F)cc2s1)c1ccccc1 | -2 | 0 | 3 | 2 | 3 | -3 | 10 | -3.7 | 1
CC1=C(C(=O)N2CCOCC2)CC(CC(=O)NCc2ccco2)C(=O)N1Cc1ccccc1 (stereo unspecified) | -12 | 5 | -1 | 0 | 0 | -7 | 5 | 0.4 | 11
Cc1ccc(S(=O)(=O)Nc2ccc3cc([N+](=O)[O-])ccc3c2[N+](=O)[O-])cc1 | 18 | -6 | -31 | -8 | 6 | 11 | -23 | 5.8 | 24
CCOC(=O)c1ccc2nc(NC(=O)c3ccco3)sc2c1 | -14 | 6 | 9 | 6 | 1 | -6 | -5 | -0.3 | 0
O=C(Nc1ccc(Cl)cc1)c1ccc2snnc2c1 | 6 | -5 | -13 | 4 | 11 | -10 | -9 | -2.2 | 0
Cc1ccc2c(c1)C(=NC1CCCCC1)c1cc3ccccc3nc1-2 | -6 | 7 | -7 | -2 | 2 | -2 | -3 | 0.8 | -7
CC(C)c1nc2n[nH]c(N)c2c2c1CSC(C)(C)C2 | 4 | 5 | 5 | -4 | 2 | 1 | 1 | -0.5 | 10
CCN(C(=O)COC(=O)c1ncc(Cl)c(Cl)c1Cl)c1c(N)n(Cc2ccccc2)c(=O)[nH]c1=O | -3 | 4 | -3 | 2 | 1 | -2 | 2 | -0.7 | 12
O=C(Cc1cccs1)Nc1ccc(-c2nnc(-c3ccccc3)o2)cc1 | -12 | 15 | -12 | -2 | 2 | -1 | 10 | 0.7 | 10
O=C(CSC(=S)N1CCCC1)NCCc1ccccc1 | -12 | 5 | -2 | -3 | 1 | -13 | 8 | 1.1 | 8
COc1ccc2nc(-n3c(C)ccc3C)sc2c1 | -1 | -3 | 2 | 1 | 0 | 2 | -3 | 0.3 | 3
CCOc1ccccc1N(CC(=O)N1CCCCCC1)S(C)(=O)=O | -10 | 6 | 0 | -3 | 1 | -2 | 8 | -0.1 | -6
CSc1nccc(-c2nn(-c3ccc(C)cc3)ccc2=O)n1 | -6 | -2 | 3 | -7 | 0 | 6 | 4 | 0.2 | 3
COc1ccc(OC)c(S(=O)(=O)NCCCN2CCCC2=O)c1 | -7 | 0 | 1 | -4 | 1 | 5 | 8 | 0.4 | 1
COc1ccc(NC(=O)CSc2nccn2Cc2ccc(F)cc2)cc1 | -13 | 18 | 1 | -1 | 1 | 7 | 15 | -2.2 | 4
Cc1ccc(C(=O)NCC(=O)OCC(=O)NCC(F)(F)F)cc1 | 11 | 0 | 6 | 2 | 1 | 6 | 4 | 0.5 | 4
COc1ccc(-c2cc3ccccc3n2CC(O)CNC(CO)(CO)CO)cc1 (stereo unspecified) | -2 | -2 | -6 | -1 | 1 | 7 | 4 | 0.1 | 6

Screens from PubChem.
